Bioassay records as filed in PubChem.
JMJD2C inh: inhibitors of GASC-1 histone demethylase, primary screen, biochemical, fluorescence, DELFIA europium. inhibition, % at 2.35 µM. Lysine-specific demethylase 4C (Homo sapiens), Q9H3R0. GST-JMJD2C(1-420) H3K9me3 demethylation. AID 2099, 2009. 330,000 compounds, 0.069% hits;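 active = more than half of a compound's replicate wells show inhibition beyond 50%, single wells judged on their own value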;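 also: signal counts dimethyl H3K9 product captured on neutravidin plate; 0% = median of DMSO wells and 100% = 0.3 times that DMSO median; strong numbers were not always called active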
CTSL1 counter: Fasciola hepatica cathepsin L1 inhibitors, primary screen, counter-screen for PFM18AAP inhibitor project, biochemical, QFRET, fluorogenic peptide substrate | inhibition, % at 5.96 µM | recombinant F. hepatica cathepsin L1, Z-Leu-Arg-MCA fluorescence | 300,000 compounds, 0.49% hits;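 active = inhibition above the mean of all tested compounds plus 3 SD, set per screening campaign, cut at about 17% in these data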;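 also: 0% = plate median of test compound wells and 100% = 1 µM Z-Phe-Ala-diazomethylketone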
PP5 inh: PP5 phosphatase inhibitors, primary screen, biochemical, fluorescence | purified PP5c, OMFP substrate fluorescence | Serine/threonine-protein phosphatase 5 (Homo sapiens), P53041 | 320,000 compounds, 0.18% hits | inhibition, % at 6.7 µM | AID 1987, 2009;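 active = inhibition above the campaign's mean inhibition across all tested compounds plus 3 SD, cut at about 9.5% in these data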;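 also: 0% = DMSO only and 100% = 100 µM cantharidin control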
procasp3 activ: activators of human procaspase-3 D3A mutant, primary screen, biochemical, absorbance, PC-3 D3A mutant, single concentration | Caspase-3 (Homo sapiens), P42574 | recombinant procaspase-3 D3A, Ac-DEVD-pNA absorbance 405 nm | activation, % at 8.5 µM | 330,000 compounds, 0.11% hits | AID 463141, 2010;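 active = activation above the mean of all tested compounds plus 3 SD, cut at about 21% in these data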;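 also: 0% = DMSO alone and 100% = DMSO wells spiked with extra 5 µM PC-3 D3A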
Target sequence (P42574 whole entry D9A/D28A/D175A): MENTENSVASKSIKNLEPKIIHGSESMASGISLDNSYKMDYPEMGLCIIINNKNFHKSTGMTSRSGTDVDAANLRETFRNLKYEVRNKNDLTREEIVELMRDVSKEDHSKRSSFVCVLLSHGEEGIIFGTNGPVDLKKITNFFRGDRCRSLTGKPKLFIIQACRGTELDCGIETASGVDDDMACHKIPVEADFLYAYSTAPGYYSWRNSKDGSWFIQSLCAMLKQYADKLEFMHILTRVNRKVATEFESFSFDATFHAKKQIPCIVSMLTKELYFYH
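Assay system: Autoprocessing-dead procaspase-3 D3A mutant enzyme; also added: Ac-DEVD-pNA; doses: one concentration, 8.5 µM nominal, 0.8% DMSO; times: 1 h compound preincubation, 2 h substrate hydrolysis at 25 °C; technique: 405 nm absorbance of p-nitroaniline, reads at 0 and 120 min; measure: % activation between DMSO and enzyme-spiked controls; repeats: single replicate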
procasp7 counter: procaspase-7 activators, primary screen, counter-screen for procaspase-3 activator project, biochemical, absorbance, HTS, human | activation, % at 8.5 µM | Caspase-7 (Homo sapiens), P55210 | 330,000 compounds, 0.093% hits | recombinant procaspase-7, Ac-DEVD-pNA absorbance 405 nm; D23A/D198A/D206A triple mutant, cannot self-cleave; scale: DMSO 0, 5 µM enzyme 100;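 active = percent activation above the screen-wide mean plus 3 SD, cut at about 25% in these data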
Target sequence (P55210 whole entry D23A/D198A/D206A): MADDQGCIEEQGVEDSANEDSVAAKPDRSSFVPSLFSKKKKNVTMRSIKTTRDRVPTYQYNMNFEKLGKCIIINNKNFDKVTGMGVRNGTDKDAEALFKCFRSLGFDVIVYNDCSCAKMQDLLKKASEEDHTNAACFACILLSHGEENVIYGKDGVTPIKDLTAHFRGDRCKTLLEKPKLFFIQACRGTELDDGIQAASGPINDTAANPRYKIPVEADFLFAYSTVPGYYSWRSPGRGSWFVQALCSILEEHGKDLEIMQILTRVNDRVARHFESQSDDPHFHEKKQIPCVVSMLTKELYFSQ
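System: Procaspase-7 triple mutant (PC-7 D3A); measure: % activation from two-timepoint absorbance difference, scaled to controls; times: 1 h compound preincubation, 2 h substrate cleavage, 25 °C; also added: Ac-DEVD-pNA substrate, 400 µM as added; measured by: Epi-absorbance of released pNA at 405 nm, two timepoints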
PP1 counter: PP1-alpha phosphatase inhibitors, primary screen, counter-screen for PP5 inhibitor project, biochemical, fluorescence, OMFP substrate, single point. Serine/threonine-protein phosphatase PP1-alpha catalytic subunit (Homo sapiens), P62136. purified PP1alpha. inhibition, % at 6.7 µM. 320,000 compounds, 0.9% hits. AID 2235, 2010;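 active = inhibition above the mean inhibition of all tested compounds plus 3 SD, computed separately for each screening campaign, cut at about 15% in these data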
Target sequence (P62136 whole entry, looked up): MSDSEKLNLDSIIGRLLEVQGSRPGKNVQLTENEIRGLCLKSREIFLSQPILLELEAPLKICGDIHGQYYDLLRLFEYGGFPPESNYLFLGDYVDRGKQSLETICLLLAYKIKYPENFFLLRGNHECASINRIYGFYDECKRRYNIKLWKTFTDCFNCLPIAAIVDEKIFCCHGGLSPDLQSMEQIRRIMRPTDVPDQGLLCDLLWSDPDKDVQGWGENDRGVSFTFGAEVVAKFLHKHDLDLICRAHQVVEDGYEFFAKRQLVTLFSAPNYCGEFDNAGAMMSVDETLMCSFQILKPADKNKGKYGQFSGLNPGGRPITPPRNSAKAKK
HCV core dimer: inhibitors of HCV core protein dimerization, primary screen, biochemical, TR-FRET, high-throughput | TR-FRET GST/Flag-core106 dimerization, 1536-well | inhibition, % at 5 µM | 300,000 compounds, 0.33% hits | AID 1899, 2009;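 active = inhibition above the mean of all tested compounds plus 3 SD, set per screening campaign, cut at about 45% in these data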
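System – GST-tagged and Flag-tagged HCV core protein residues 1-106 · Repeats – one well for each compound · Technique – TR-FRET 671 and 617 nm emission · Doses – one concentration, 5 µM, in 0.5% DMSO · Times – 4 h, 22.5 °C incubation · Also added – Eu donor and XL665 acceptor anti-tag antibodies · Measure – percent inhibition of core106 dimerization signal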
Efflux pump mplx: inhibitors of Candida efflux pumps in yeast, primary screen, S. cerevisiae, Nile Red, multiplex | AID 485275, 2010 | S. cerevisiae Candida pump triplex | inhibition, % at 10 µM | 330,000 compounds, 0.44% hits;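 active = plate passing quality check with inhibition over a set limit, or well fluorescence over plate mean plus 4 SD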;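 also: Nile Red retained in pooled yeast measured as flow cytometry median fluorescence; 0% = buffer negative control and 100% = Enniatin B positive control; higher means more Nile Red kept so more efflux inhibition; some compounds called inactive have numbers as strong as hits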
TPT1 inhibitor: Candida albicans TPT1 enzyme inhibitors, primary screen, biochemical, fluorescence polarization; tRNA 2'-phosphotransferase TPT1 (Candida albicans SC5314); recombinant caTPT1, FP RNA substrate dephosphorylation; inhibition, % at 5 µM; 300,000 compounds, 0.81% hits;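 active = inhibition above the mean of all tested compounds plus 3 SD, set per screening campaign, cut at about 24% in these data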;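 also: plate controls were DMSO alone for no effect and ferristatin control at 100 nM for full effect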
* hit, by the source's call; x = not tested or not shown.

mol,JMJD2C inh,CTSL1 counter,PP5 inh,procasp3 activ,procasp7 counter,PP1 counter,HCV core dimer,Efflux pump mplx,TPT1 inhibitor
N#Cc1ccccc1S(=O)(=O)N1CCN(C(=O)C2CCC2)CC1,-8,-1,-1.2,-6,1,-4,0,0.0,-2
COc1ccc(Oc2ccc(/C=C/C(=O)c3cccc(OC)c3)cc2[N+](=O)[O-])cc1,1,-6,2.4,-7,-10,-10,1,0.2,3
COc1ccc(C(=O)NC(=S)N(CCC(C)C)c2c(N)n(Cc3ccccc3)c(=O)[nH]c2=O)cc1,-1,-2,3.3,-3,-9,4,6,-0.1,-3
Cc1cccc(C)c1Nc1ncnc2ccccc12,-9,-1,1.3,4,15,2,-2,0.1,2
Cc1ccccc1-n1c(=O)cc(NCc2ccc3c(c2)OCO3)[nH]c1=O,-1,-3,3.9,-6,-1,-4,-4,0.4,1
Cc1cc(C)n(Cc2cnc(N3CCOCC3)s2)n1,5,-3,-1.9,3,7,-1,1,0.1,-1
O=C(COc1ccc(Cl)cc1Cl)N/N=C/CCc1ccccc1,11,-2,0.4,-6,-4,-2,-1,-0.1,-1
O=C(CNS(=O)(=O)c1ccccc1)Nc1ccc(F)cc1F,-7,0,2.3,-3,3,-2,5,-0.1,-4
Cc1c(NC(=S)NCc2ccc(F)cc2)cccc1[N+](=O)[O-],-1,0,1.2,1,-8,1,-1,-0.3,0
CC(C)CCNC(=O)c1ccc2c(c1)ncn2C1CCCC1,6,-4,1.7,-7,0,-8,0,0.7,3
CC(=O)N1CCc2cc(Br)cc(S(=O)(=O)N3CCC(C(=O)O)CC3)c21,3,-2,-0.7,7,-3,-1,-4,-0.3,0
Cc1cccc(C(=O)NNC(=O)C23CC4CC(CC(C4)C2)C3)c1O,0,0,0.4,0,12,0,1,0.0,-3
O=S(=O)(NCCc1ccc(Cl)cc1)c1cccs1,5,-1,0.4,7,2,-2,-5,0.0,-1
Cc1cccc(N2C(=O)CC(N3CCN(Cc4ccc5c(c4)OCO5)CC3)C2=O)c1 (stereo unspecified),31,-3,1.6,-18,-1,-1,1,0.1,1
COc1ccccc1-[n+]1c(C)cc(/C=C2\Sc3ccccc3N2C)cc1C,-7,4,-1.2,-17,-37,4,-12,0.0,123*
N#Cc1nc(-c2cccc3ccccc23)oc1NCCN1CCOCC1,-4,4,1.2,-1,0,-1,-1,0.2,-1
COc1ccc(N2CC(C(=O)N[C@@H](CC(C)C)C(=O)NC3CCCC3)CC2=O)cc1 (stereo partly specified),-2,1,1.0,3,-1,1,-8,-0.2,-1
COc1ccc(OC)c(C(c2nnnn2CC2CCCO2)N2CCN(C3CCCC3)CC2)c1 (stereo unspecified),5,-5,0.0,2,-1,-5,-1,0.0,0
O=C(CNC(=O)c1ccccc1)OCc1cccc(Br)c1,x,-8,-2.3,3,-2,-3,-1,0.2,0
CC1=C(C(=O)OCC2CCCCC2)C(c2ccccc2F)NC(=O)N1 (stereo unspecified),4,1,2.0,-15,1,-3,-5,0.0,-3
CCN(CC(=O)Nc1cccc(OC)c1)C(=O)c1ccncc1,-11,0,-2.9,-6,-4,-3,9,-0.1,-4
CC(C)CC(=O)Nc1nnc(SCC(=O)NCc2ccco2)s1,-5,-2,0.4,-2,-6,-1,7,0.1,-2
COc1cnn(-c2cccc(Cl)c2)c(=O)c1Cl,9,-3,2.9,3,2,-5,2,-0.1,3
O=C(c1ccco1)N1CCN(S(=O)(=O)/C=C/c2ccccc2)CC1,-2,-6,-0.4,7,3,3,1,0.0,1
COCCN1C(=O)c2cc(C(=O)Nc3cccc(F)c3)ccc2C1Nc1cccc(F)c1 (stereo unspecified),-18,3,-0.2,11,-3,-1,2,0.2,-4
COC(=O)C1=C[C@@H](C(=O)OC)[C@@H]2C3=C(C(=O)[C@]2(C)NC(=O)c2ccccc2)[C@H](C)n2c(=O)n(-c4ccccc4)c(=O)n2[C@@H]3C1,-7,-3,2.9,8,-13,-5,-2,0.0,-3
c1cc2c(cc1-c1cnc3n1CCC3)OCCO2,-3,-4,3.5,-4,-6,2,5,0.1,1
C#CCOCCOCCOCCNc1nc(N2CCN(C(=O)[C@H](CCCCN)n3cc([C@@H](N)CC(C)C)nn3)CC2)nc(N2CCN(C(=O)[C@H](CCCCN)n3cc([C@@H](N)CC(C)C)nn3)CC2)n1,4,-4,2.0,-6,-2,1,-18,0.0,8
COC(=O)C(NS(=O)(=O)c1ccc(F)cc1)c1ccccc1 (stereo unspecified),0,3,2.1,6,4,-1,14,-0.1,0
CCc1ccccc1NC(=O)CN(C)C(=O)CSc1nc2cc(Cl)ccc2s1,12,-5,0.3,-3,-8,2,-3,0.2,0
Cc1nnc2c(N3CCN(CCO)CC3)nc3ccccc3n12,7,1,-0.3,-6,-4,3,0,-0.2,-1
N#Cc1c(NC(=O)c2nc3ncccn3n2)sc2c1CCCCC2,2,4,3.3,9,0,3,0,-0.1,-1
O=C(Nc1cccnc1N1CCOCC1)c1cc2ccccc2oc1=O,-39,2,-1.5,3,9,-1,-4,0.1,-2
O=C(Nc1ccc(S(=O)(=O)N2CCCCCC2)cc1)C1CCCO1 (stereo unspecified),-9,-2,4.1,4,6,-2,0,0.1,-2
COc1cc(OC)cc(C(=O)NNC(=S)NC(=O)c2cccnc2)c1,1,2,2.1,-15,2,-2,-3,0.1,2
COCc1cc(=O)[nH]c(SC)n1,-1,-4,0.0,-9,9,-2,-2,0.1,-4
Cc1cccc(NC(=O)C2CC(=O)N(Cc3ccccc3)C2)n1 (stereo unspecified),-1,-4,2.0,-6,-9,1,-7,0.0,-2
Cc1ccc(NC(=O)CSCC(=O)NCc2ccco2)cc1,10,1,-1.2,2,-6,-3,-2,-0.3,-5
Cc1cc(-c2ccccc2)nc(SCC(=O)N2CCCC2)n1,-4,-1,-0.8,2,-8,3,-8,-0.1,-1
CCc1nnc(NC(=O)CCc2ccc(C)o2)s1,-22,-4,-1.4,5,-1,2,-1,0.5,-1
COc1ccc(-c2nnc(NC(=O)CS(=O)(=O)c3ccc(F)cc3)o2)cc1,12,4,-1.8,1,-11,-7,-3,0.3,3
Cc1cc(C(=O)NCc2ccccc2Cl)n(-c2ccccc2)n1,3,-1,0.9,9,-6,-3,6,-0.1,2
CCOc1ccc(NC(=S)Nc2ccc(F)cc2)cc1,5,-4,-0.3,-5,-11,2,10,0.0,-1
Cc1cc(C)c(C)c(S(=O)(=O)N2CCN(c3ccccn3)CC2)c1C,-19,1,1.9,3,11,-6,6,0.1,0
CCCCCNC(=O)Cc1cc(=O)[nH]c(=O)[nH]1,5,3,2.0,-1,1,-1,2,0.0,-3
CCN(CC)CCCNC(=O)C(C)Sc1nc(-c2ccccc2)cc(C(F)(F)F)n1 (stereo unspecified),-3,1,-3.7,0,16,-1,-3,0.0,-1
CCCCn1nc(C(=O)NNC(=O)c2ccncc2)c2ccccc2c1=O,-18,2,2.7,0,6,0,0,-0.1,2
CCOC(=O)CSc1nnc(NC(=O)CN2CCCCC2)s1,2,-3,-1.7,2,-2,-3,0,0.1,2
Cc1[nH]c(=O)[nH]c(=O)c1/C=N/NC(=O)[C@@H](N)CC(C)C,9,-11,-2.3,-2,-2,0,4,0.2,2
CCOC(=O)c1c(OCC)[nH]c2ccc(O)cc12,-1,1,1.6,9,-3,-1,-8,0.1,4
O=C(COC(=O)c1ccc[nH]c1=O)c1ccc(Cl)s1,25,-3,-0.1,2,-9,2,6,0.3,3
CC(=O)/C(=N\Nc1ccccc1)Sc1nncn1C,-8,-1,3.9,-2,1,-3,-9,0.2,0
CCN(CC)CC(=O)N1c2ccccc2CCc2ccc(NC(=O)c3cc(OC)c(OC)c(OC)c3)cc21,-40,1,-0.6,-4,-8,-1,2,0.0,4
Cc1ccc(C2(C)NC(=O)N(CC(=O)N3CCc4ccccc43)C2=O)cc1 (stereo unspecified),2,x,x,10,2,x,x,0.1,x
CCOC(=O)CSc1nc2ccccc2n2c(C)nnc12,-12,-2,0.3,0,7,-1,6,-0.1,-2
Cc1ccc(C)c(OCc2cc(C(=O)N3CCN(c4ccccc4)CC3)no2)c1,-4,-1,2.9,9,-1,0,0,0.1,1

Carrying on.
mol,JMJD2C inh,CTSL1 counter,PP5 inh,procasp3 activ,procasp7 counter,PP1 counter,HCV core dimer,Efflux pump mplx,TPT1 inhibitor
COc1ccc(OC2C(=O)N(c3ccc(F)cc3)C2c2ccc(OC)c(OC)c2)cc1 (stereo unspecified),-1,0,1.9,10,5,-2,0,-0.1,-2
COc1ccccc1NC(=O)c1ccc(NC(=O)CSc2ncn[nH]2)cc1,-1,-4,-1.3,11,6,-2,0,-0.4,-2
Cc1ccc2oc(=O)c3cc(C(=O)NCCCN4CCCCCC4)sc3c2c1,2,-2,3.7,-3,-1,4,-6,0.1,2
Cc1ccc(C)c(OCCOCCN2CC(C)OC(C)C2)c1C (stereo unspecified),10,5,1.8,4,1,0,-4,0.1,1
COc1cccc(CC(=O)OCC(=O)NNC(=O)c2ccc([N+](=O)[O-])cc2)c1,7,-9,1.7,-1,0,-1,-3,-1.1,-2
CSCCC(NC(=O)c1ccccc1Br)C(=O)NCC1CCCCC1 (stereo unspecified),-3,-10,2.2,1,6,-10,6,-0.1,2
Cc1cccc(/C(N)=N/OC(=O)c2ccco2)c1,-9,-11,-0.8,-5,8,-1,-3,0.0,-7
C#CCOCCOCCOCCNc1nc(N2CCOCC2)nc(N2CCN(C(=O)Cn3cc(CCCN=C(N)N)nn3)CC2)n1,0,4,1.5,7,-7,-2,4,x,-4
